# T cell modulator – T cell immune modulation candidate; 2C CD8+ T cell-vesicle binding, flow cytometry; stronger effect = lower value; calls only at 7 µM; 330,000 tested, 0.068% active;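 active means response, share of CD8 T cells binding vesicles, and their 90th percentile fluorescence all below set limits, cut at about 80% in these data, passing the limit was not always enough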
#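 Benchmarks: naked versus QL9-loaded vesicles / Assay system: purified 2C TCR transgenic mouse naive CD8+ T cells / Technique: high-throughput flow cytometry with anti-B7-1 and anti-CD8 staining / Timing: Cell–vesicle co-incubation 1.5 h at 37 °C, staining 20 min on ice / Read-out: percent CD8+ FL2 mean versus row control / Probe or stimulus: QL9-loaded Drosophila micro-vesicles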
# PMI inhibitors – MPI enzyme activity inhibition – biochemical, fluorescence intensity, coupled assay, primary screen (AID 1209); purified PMI enzyme, coupled fluorescence intensity; higher % means a stronger effect; 190,000 tested, 0.42% active; inhibition, % at 20 µM; hits with a dose series show IC50 in µM; in the data active means inhibition above about 50%;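 further: plate controls were DMSO vehicle for no effect and wells lacking substrate for full effect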
# MT stabilize HCS – microtubule stabilization, imaging screen. HeLa tubulin immunostaining HCS, 24 h; share of cells brighter than vehicle mean+2SD. % tubulin-high responders, % at 10 µM. 200,000 tested, 0.83% active;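 active means plate Z-score above 3 for both tubulin-high and condensed-nucleus cell shares, with cell loss under 80%, at 10 µM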;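 further: anti alpha tubulin signal scored within the nucleus-defined area of each cell; some results filed as inactive read as strong as hits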
# Dynein cargo inh – blocks dynein driven cargo transport along microtubules; 3617.4 mouse cells, GR-EGFP nuclear translocation imaging; test concentration mostly 20 µM; stimulated with dexamethasone, 1 µM; stronger effect = lower value; 220,000 tested, 0.47% active; z-score, hits read low; AID 1381;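 active means plate z-score of nuclear minus cytoplasmic receptor signal below a set negative limit, without overly bright fluorescence or cell loss, cut at about -3.5 in these data, passing the limit was not always enough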;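 further: z-score of nuclear minus cytoplasmic ring GR-EGFP intensity difference per well; some compounds called inactive have numbers as strong as hits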
#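 medium = tetracycline-free induction medium containing charcoal-stripped FBS | probe or stimulus = dexamethasone, 1.0 µM final | timing = 48 h induction, then 1 h compound, then 30 min agonist, 37 °C | detection = automated 10x imaging of fixed Hoechst-stained cells | read-out basis = nuclear versus cytoplasmic GR-EGFP signal, averaged per well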
# Myeloid diff MLP – promotes myeloid progenitor differentiation; ER-HoxA9 myeloid progenitors, lysozyme-GFP differentiation, flow cytometry; AID 624256; calls only at 10 µM; 360,000 tested, 1% active;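 active means normalized GFP-positive differentiation at or above the plate's own cutoff, the solvent-only control mean plus 3 SD; inconclusive means no clear call, values can overlap the other calls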;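 further: cells exposed to compound for four days before flow analysis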
# TNAP activation fold – stimulation of alkaline phosphatase TNAP activity – biochemical, luminescent, no phosphate acceptor, uHTS, primary screen (AID 1001); purified TNAP, luminescent activation assay, no phosphate acceptor; higher activation fold means a stronger effect; one-dose activation fold at 20 µM; EC50 in µM for titrated hits; 200,000 tested, 0.03% active; in the data active means activation fold from about 3, or a potency from the dose series; inactive means the rest, 99 in 100 with activation fold below about 1.6; further: many of its hits are not listed in these tables
# Lipid droplet – modulators of hepatic lipid droplet formation; 240,000 tested, 0.4% active; inhibition, % at 6.5 µM; AID 1656; AML12 mouse hepatocytes, oleate lipid droplets, BODIPY imaging;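 active means lipid droplet intensity inhibited by at least 50%, with more than 500 cells counted; inconclusive means wells with under 300 cells, treated as cytotoxic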
#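 Material – AML12 mouse liver cells · Also added – oleate loading, 100 µM · Compound dosing – 6.5 µM single-point dosing · Times – overnight treatment with compound plus oleate · Measured by – fluorescence imaging, 20x objective, two fields per well · Read-out – percent inhibition of filter-corrected integrated lipid droplet intensity per well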
# Insulin prom up – MIN6 insulin promoter up-regulation | z-score at 5 µM | AID 1625 | 190,000 tested, 0.3% active | MIN6 insulin promoter-GFP reporter, high-content imaging; stronger effect = higher value;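 active means z-score above 3 at 5 µM with at least 500 cells counted in the well; inconclusive means wells under 500 cells, flagged as cytotoxic or low count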
# bCat nuc transl – beta-catenin nuclear translocation modulation. HeLa beta-catenin nuclear translocation, immunofluorescence imaging. nuclear translocation activity, % at 5 µM. 190,000 tested, 0.3% active;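 active means nuclear translocation activity above 50% at 5 µM, with a well cell count of 50 or more; inconclusive means wells under 50 cells across six images, flagged as toxic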;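 further: per-cell ratio of nuclear to cytoplasmic median beta-catenin stain intensity; plate controls were DMSO negative control for no effect and GSK-3 inhibitor IX positive control for full effect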
#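 Signal – beta-catenin immunofluorescence imaging with DAPI · Test system – human HeLa cell line · Dosing – 5 µM primary single dose, 0.1% DMSO, 0.02–20 µM confirmation series · Measure – % activation, nuclear-to-cytoplasmic median beta-catenin signal ratio per cell · Incubation – 24 h compound exposure at 37°C, 5% CO2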
# Dynein cargo inh cytoplasmic EGFP – further read-out of Dynein cargo inh, marked with its call; z-score; measured here: cytoplasmic GR-EGFP intensity; stronger effect = higher value
# Dynein cargo inh nuclear GR-EGFP – further read-out of Dynein cargo inh, marked with its call; z-score; measured here: nuclear GR-EGFP intensity;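 lower value marks the stronger effect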
# Dynein cargo inh cell count – second read-out of Dynein cargo inh, no call of its own (marks repeat the call); z-score; measured here: cell count per field
# Insulin prom up cell count – second read-out of Insulin prom up, no call of its own (marks repeat the call); cell count; measured here: cytotoxicity, nuclei count;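 total cells summed across four imaged fields per well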
# Lipid droplet cells 6.5 µM – also measured in Lipid droplet; calls as there; cell count; measured here: cell count, cytotoxicity flag;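 cells counted across two imaged fields per well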
# bCat nuc transl cell count 5 µM – recorded beside bCat nuc transl, whose call it bears; cell count; measured here: cell count, cytotoxicity flag
# T cell modulator vesicle-bound % – further read-out of T cell modulator, marked with its call; double positive events, %; measured here: CD8+ vesicle-bound cell fraction;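 binding gate set so that unloaded-vesicle control wells show 10% double positive cells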
# MT stabilize HCS Hoechst-high % – further read-out of MT stabilize HCS, marked with its call; % Hoechst-high responders; measured here: nuclear condensation Hoechst responders;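 share of cells brighter than vehicle mean plus two SD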
# MT stabilize HCS cytotoxicity % – second read-out of MT stabilize HCS, no call of its own (marks repeat the call); toxicity, %; measured here: cytotoxicity by cell density;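 0% = mean cell density of plate MIN control wells and 100% = no cells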
# Myeloid diff MLP GFP+ MAC1+ % – recorded beside Myeloid diff MLP, whose call it bears; GFP+ MAC1+ double positive, %; measured here: differentiation confirmed by MAC1 staining
# Active calls of the source: *; i = inactive; ? = inconclusive; · = not tested or not shown.
compound	T cell modulator	T cell modulator vesicle-bound %	PMI inhibitors	MT stabilize HCS	MT stabilize HCS Hoechst-high %	MT stabilize HCS cytotoxicity %	Dynein cargo inh	Dynein cargo inh cytoplasmic EGFP	Dynein cargo inh nuclear GR-EGFP	Dynein cargo inh cell count	Myeloid diff MLP	Myeloid diff MLP GFP+ MAC1+ %	TNAP activation fold	Lipid droplet	Lipid droplet cells 6.5 µM	Insulin prom up	Insulin prom up cell count	bCat nuc transl	bCat nuc transl cell count 5 µM
COc1ccccc1-n1cnc2cc(NC(C)=O)ccc21	i	61	3%	2.4	2.8	28	-0.23	-0.26	-0.00054	0.66	i	0.9	1.1	-3	772	-0.05	1309	-0.5	1044
Cc1ccc(S(=O)(=O)Nc2ccccc2C(=O)OC(C)C(=O)Nc2ccc3ccccc3c2)cc1[N+](=O)[O-] (stereo not drawn)	i	59	-10%	2.1	2.6	8.7	-0.67	-0.27	-0.7	0.65	i	0.5	0.9	-1	638	0.06	1176	-3.0	499
COc1cc(/C=N/NC(=O)c2cc(C3CC3)[nH]n2)ccc1O	i	46	·	·	·	·	0.91	0.031	0.98	-1.9	i	0.8	·	-8	715	-0.06	1114	0.0	1241
O=[N+]([O-])c1ccc(Nc2nc(Cl)nc(NCCO)n2)cc1	i	19	-18%	2.4	3.3	7.8	0.95	-0.3	0.86	-0.74	i	0.9	1.1	9	675	-0.44	1272	-2.0	1131
Cc1ccc(S(=O)(=O)NC2=NCN(CCc3ccccc3)CN2)cc1	i	47	8%	2.4	2.2	8.8	-0.82	-0.26	-0.14	0.84	i	0.6	1	-6	779	2.8	1302	-8.5	1142
Cc1cccc2c(=O)cc(C)n(CC(=O)N3CCCCC3)c12	i	24	7%	3.0	1.8	1.0	-1.1	-0.28	-0.6	0.37	i	0.5	1	·	·	-0.86	1120	0.3	1197
CCCC(=O)Nc1nnc(CC(=O)N2CCCC2)s1	i	53	2%	3.1	0.2	74	0.77	-0.28	0.66	0.64	i	1.1	1.1	8	687	1.6	1876	-0.9	1033
O=C(CN1C(=O)C2C3CC(C(Br)C3Br)C2C1=O)OCC(=O)c1cccc([N+](=O)[O-])c1 (stereo not drawn)	i	60	6%	3.6	4.2	7.4	1.4	-0.27	0.88	-1	i	0.4	1	1	668	0.63	1205	-1.0	1086
O=C(NNc1cc(N2CCOCC2)nc(N2CCOCC2)n1)c1ccc([N+](=O)[O-])cc1	·	·	39%	1.9	0.6	0.6	-0.056	-0.33	0.2	1.5	i	0.0	0.9	-12	661	0.9	1479	-0.6	1010
CSc1ccccc1-c1n[nH]c(=S)o1	·	·	-19%	4.4	2.6	4.7	-0.2	0.11	0.31	-0.32	i	0.0	1.1	6	619	0.89	1386	0.3	1086
CCOC(=O)c1sc2nc(C)nc(Nc3ccc(OC)c(OC)c3)c2c1C	i	53	-7%	3.6	2.9	4.5	-1.4	-0.29	-0.74	1.3	i	0.2	1.1	-2	750	-2.5	1144	0.1	1109
Cc1ccc(C(=O)Nc2nc(=O)n(C(=O)c3ccccc3Cl)s2)cc1	·	·	-16%	1.9	1.9	8.4	-0.33	-0.38	0.006	0.52	i	0.5	1	3	763	0.18	906	·	·
CCc1cccc2c(C#N)cn(CC(=O)NCCOC)c12	i	16	9%	4.0	2.4	7.3	0.69	-0.13	0.68	-1.3	i	0.3	1.1	·	·	-0.3	1377	-2.8	967
CC(=O)NC1=NN(C(C)=O)C(c2cccs2)S1 (stereo not drawn)	i	37	-2%	4.8	1.7	5.7	-0.97	-0.23	-0.29	0.24	i	0.8	1.1	-25	755	0.55	1294	-2.0	1224
Cc1ccc(CSCC(=O)N2CCN(Cc3ccc4c(c3)OCO4)CC2)cc1	i	11	12%	3.2	1.7	5.2	-0.72	-0.23	-0.53	1	i	0.9	1	-32	686	·	·	·	·
FC(F)(F)c1cc(-c2cccs2)nc2cc(-c3cccs3)nn12	i	46	·	·	·	·	-0.86	-0.2	0.35	0.51	i	0.8	·	-2	783	-0.46	1082	0.8	1327
O=C1CCCN1c1nccs1	i	27	-4%	2.0	2.4	6.6	0.69	-0.21	0.28	-0.036	i	0.1	1	41	690	0.14	1334	-0.9	1162
CC1(C)Cc2nc3oc4c(SCC(N)=O)ncnc4c3cc2CO1	i	16	·	·	·	·	0.93	-0.25	0.48	-0.077	i	0.6	·	0	678	-1.6	1015	0.5	1295
Cc1c(Cl)cccc1N(CC(=O)O)S(C)(=O)=O	i	55	4%	3.0	1.9	8.2	-0.011	-0.26	-0.022	0.3	i	0.4	1.1	-2	693	-0.33	1144	0.7	1116
O=C(Nc1ccccc1C(=O)N1CCCC1)C1COc2ccccc2O1 (stereo not drawn)	i	40	-2%	2.6	2.2	15	1.1	-0.056	0.3	-0.14	i	0.6	1.1	-8	651	0.85	1245	1.8	1116
Cc1ccc(S(=O)(=O)N2CCC(C(=O)OCC(=O)N3CC(=O)Nc4ccccc43)CC2)cc1	i	38	9%	3.0	2.3	9.6	-0.48	-0.2	-0.24	0.28	i	1.6	1.1	·	·	0.12	1251	-1.5	896
O=C(/C=C/c1c[nH]c2ccccc12)c1cccc2ccccc12	i	46	25%	15	4.3	45	-0.7	-0.17	-0.55	0.35	i	0.4	1.5	-1	466	0.14	1472	0.0	1057
C=CCNCCOc1c(C)cc(C)cc1Cl	i	0	-11%	1.8	3.6	6.5	0.084	-0.28	-0.34	0.54	i	0.5	1.1	·	·	0	1298	-0.2	557
CCC(C)(C)NC(=O)CN(Cc1cccs1)C(=O)C(=O)Nc1ccc2c(c1)OCCO2	i	26	16%	2.1	2.3	14	-1.1	-0.21	-0.11	0.34	i	12	1.1	·	·	-0.4	969	0.5	1405
CCN(C(=O)CN1CCN(Cc2ccccc2)CC1)c1c(N)n(Cc2ccccc2)c(=O)[nH]c1=O	i	42	0%	5.2	1.2	8.3	1.3	-0.35	0.36	-0.76	i	0.2	1.1	19	722	0.02	1219	-2.3	1069
COc1ccc(C/C(C)=N/NC(=S)Nc2ccc(Cl)cc2)cc1	i	48	·	·	·	·	-0.34	-0.21	0.3	0.2	i	0.2	·	-7	702	0	1036	-1.3	1339
O=C(CSc1nnnn1C1CCCC1)NCc1cccs1	i	18	6%	2.1	1.9	5.4	-0.59	-0.35	-0.16	1.4	i	0.3	1.1	18	589	1.9	1483	-0.1	1029
c1ccc(-c2nnsc2-c2nc3ccccc3[nH]2)cc1	·	·	8%	2.2	1.7	9.0	-0.56	-0.2	-0.53	1.1	i	0.5	1.1	-1	686	0.26	1256	1.0	1078
Cc1c(N2C(=O)C3C4C=CC(C5CC45)C3C2=O)c(=O)n(-c2ccccc2)n1C (stereo not drawn)	i	36	·	·	·	·	0.6	-0.26	0.19	-0.015	i	0.6	·	7	670	0.03	1130	1.1	1355
O=[N+]([O-])c1ccc(SCc2ccco2)cc1N1CCOCC1	i	45	3%	5.1	1.6	6.4	-0.76	-0.31	-0.47	0.83	i	0.3	1	-16	719	0.05	1643	-2.3	966
Cc1ccc(C(=O)c2cc([N+](=O)[O-])ccc2N2CCCCC2)cc1C	i	27	25%	4.2	56	30	0.39	-0.24	0.36	0.12	i	0.5	1.1	?	·	-0.16	817	78*	261*
Cc1ccccc1N=C1SC(CC(=O)Nc2ccc3ccccc3c2)C(=O)N1Cc1ccccn1 (stereo not drawn)	i	4	21%	1.7	1.8	4.0	-0.14	0.093	-0.28	0.38	i	0.3	1.1	-26	564	-2.1	786	5.7	1065
CC1CCCN(CCOc2ccc3ccccc3c2Br)C1 (stereo not drawn)	i	53	7%	1.3	1.0	5.0	0.25	-0.1	0.96	-0.77	i	2.3	1.2	14	655	-0.94	1510	-4.3	1077
Cc1ccc(S(=O)(=O)N2CCCCC2)cc1NC(=O)CCOc1ccccc1	i	49	18%	3.8	2.2	3.0	-1.2	-0.23	-0.85	0.6	i	0.5	1	-9	571	1.3	1437	-2.0	1105
